EphB4 antag = blocks human EphB4 binding to ephrin-B2; actives 0.15% (n = 97,000); P54760; AID 720; inhibition, % at 7 µM; EphB4 LBD / TNYL-RAW-Alexa532 peptide, fluorescence polarization;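 active means inhibition above the screen-wide mean inhibition plus 3 SD, cut at about 15% in these data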;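 further: 0% = DMSO wells and 100% = excess unlabeled TNYL-RAW peptide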
Candida biofilm = kills Candida albicans biofilms. actives 0.14% (n = 85,000). C. albicans biofilm + clotrimazole, Alamar Blue. inhibition, % at 6 µM. AID 834;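 active means inhibition above 20%; inactive means inhibition below 20%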;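 further: preformed 24 hr biofilms exposed to compound for 48 hr; 0% = biofilm without compound and 100% = blank killed by clotrimazole plus chlorhexidine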
PLK1 PBD inh = blocks phosphopeptide binding to human Plk1 polo box domain | AID 693 | inhibition, %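 (tested at about 20 µM)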 | actives 0.13% (n = 97,000) | Plk1 PBD phosphopeptide binding, fluorescence polarization; in the data active means inhibition above about 34%, passing the limit was not always enough
Target sequence (P53350 whole entry, looked up, the tested form may be a part): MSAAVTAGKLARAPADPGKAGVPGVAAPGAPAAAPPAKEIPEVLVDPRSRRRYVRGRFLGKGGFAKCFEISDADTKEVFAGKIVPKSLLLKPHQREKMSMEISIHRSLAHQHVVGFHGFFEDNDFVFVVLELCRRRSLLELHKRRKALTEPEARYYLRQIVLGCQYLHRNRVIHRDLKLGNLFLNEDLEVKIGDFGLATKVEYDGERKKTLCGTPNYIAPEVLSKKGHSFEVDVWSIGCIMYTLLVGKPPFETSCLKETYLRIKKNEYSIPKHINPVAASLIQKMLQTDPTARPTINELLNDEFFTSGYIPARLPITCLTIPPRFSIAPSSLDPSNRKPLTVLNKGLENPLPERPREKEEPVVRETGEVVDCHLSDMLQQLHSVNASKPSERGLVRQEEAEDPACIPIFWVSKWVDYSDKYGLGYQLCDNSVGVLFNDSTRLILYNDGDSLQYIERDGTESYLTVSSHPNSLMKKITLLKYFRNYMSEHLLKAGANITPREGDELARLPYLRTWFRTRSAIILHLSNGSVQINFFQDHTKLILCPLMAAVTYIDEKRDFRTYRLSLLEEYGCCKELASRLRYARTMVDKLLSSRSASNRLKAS
CYP2C9 inh = inhibitors of human CYP2C9; P11712; CYP2C9 Supersomes, luciferin-H conversion, luminescence; inhibition, % at 5 µM; actives 20% (n = 96,000); AID 777;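 active means blocking of liver enzyme CYP2C9 beyond about 50% at 5 µM, limit read from the data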; further: values of inactives mirror those of a sister screen read the other way
Target sequence (P11712 whole entry, looked up): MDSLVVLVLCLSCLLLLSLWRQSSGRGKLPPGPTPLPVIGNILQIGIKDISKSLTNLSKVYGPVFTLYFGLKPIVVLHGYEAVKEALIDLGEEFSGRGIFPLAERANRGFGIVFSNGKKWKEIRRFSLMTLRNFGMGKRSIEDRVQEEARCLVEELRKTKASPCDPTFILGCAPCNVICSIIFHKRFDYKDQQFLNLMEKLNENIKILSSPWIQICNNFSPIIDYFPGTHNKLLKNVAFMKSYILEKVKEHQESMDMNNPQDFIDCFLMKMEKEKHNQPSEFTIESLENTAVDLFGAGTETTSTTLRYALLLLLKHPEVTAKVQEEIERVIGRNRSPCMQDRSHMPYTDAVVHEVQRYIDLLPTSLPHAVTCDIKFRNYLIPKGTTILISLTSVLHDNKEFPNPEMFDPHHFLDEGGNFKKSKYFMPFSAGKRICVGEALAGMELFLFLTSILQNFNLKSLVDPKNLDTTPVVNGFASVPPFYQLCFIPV
CYP2C9 activ = increases human cytochrome P450 2C9 activity | activation factor at 5 µM | AID 1024 | P11712 | recombinant CYP2C9, luciferin-H conversion, luminescence; hits give high values; factor 1 = untreated enzyme, 0 = blocked | actives 1.4% (n = 96,000);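 active means activation factor of 2 or more for CYP2C9 at a 5 µM dose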;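 further: 0 = sulfaphenazole-blocked wells and 1 = vehicle-only wells; values of inactives mirror those of a sister screen read the other way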
LYP inh 2 = blocks human PTPN22 phosphatase activity; actives 0.21% (n = 96,000); inhibition, % at 2 µM; Q9Y2R2; recombinant LYP catalytic domain, DiFMUP fluorescence;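 active means inhibition at 2 µM at or above a set limit, the screen mean plus 3 SD, cut at about 24% in these data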;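 further: 0% = DMSO with enzyme and 100% = enzyme fully blocked by orthovanadate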
PLK1 kinase inh = blocks human PLK1 kinase activity; P53350; recombinant PLK1 kinase, TR-FRET peptide phosphorylation; inhibition, % at 10 µM; actives 0.53% (n = 97,000); AID 619;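 active means inhibition of 50% or more in the single-concentration screen; inactive means inhibition below 50%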;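 further: 0% = DMSO max control and 100% = H-89 dihydrochloride min control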
Rev-RRE block = HIV Rev-RRE protein-RNA interaction inhibition; inhibition, % at 8 µM; actives 0.79% (n = 97,000); Rev peptide-RRE RNA binding, FRET;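 active means inhibition above the screen-wide mean plus 3 SD, cut at about 35% in these data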;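 further: 0% = median DMSO wells and 100% = median Neomycin B control wells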
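Material: labelled RRE RNA duplex and labelled Rev peptide / Buffer or medium: HEPES pH 7.5 salt buffer with EDTA / Compound dosing: single point, 8 µM final nominal compound concentration / Benchmarks: DMSO low control, neomycin B high control / Timing: 5 min preincubation and 15 min binding, 25 °C / Technique: FRET fluorescence readout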
PTPN22 act = activators of human LYP (PTPN22) phosphatase; recombinant LYP, DiFMUP fluorescence; 0 = plate median, 100 = signal doubled; AID 697; actives 0.11% (n = 96,000); Q9Y2R2; activation, % at 2 µM;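 active means activation at 2 µM above a set limit, the mean plus 5 SD, cut at about 37% in these data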
Numbers without * were called inactive; nt = not tested or not shown; [ ] = dose if it differs, or a comment.

SMILES	EphB4 antag	Candida biofilm	PLK1 PBD inh	CYP2C9 inh	CYP2C9 activ	LYP inh 2	PLK1 kinase inh	Rev-RRE block	PTPN22 act
CC1CCCCC1NC(=O)C(Cc1ccccc1)NS(=O)(=O)c1cccs1 (stereo not drawn)	5	0	-4	73*	0.3	6	-35	6	-4
c1ccc(NC2=Nc3ccccc3CC2)cc1	-1	0	-4	18	0.8	1	-5	13	1
CCCOc1ccccc1NC(=O)/C=C/C(N)=O	-8	-1	-8	-14	1.1	12	0	6	-11
CCSc1nc2sc3c(c2c(=O)[nH]1)CCCC3	-2	1	-32	nt	nt	-9	-15	3	9
O=C(CC1(O)C(=O)N(Cc2ccc3c(c2)OCO3)c2ccccc21)c1ccccc1 (stereo not drawn)	-1	8	-3	3	1	-1	-9	4	-1
COc1ccc(-c2nc(C#N)c(NC(C)C)o2)cc1	-5	nt	39	-1	1	4	-3	-1	-6
C/C(N)=C(/C#N)C(=O)CN1CCCCC1	3	5	19	-18	1.2	4	-10	6	-8
Cc1cccc(OCCCCc2c(C)n[nH]c2C)c1C	4	4	-26	74*	0.3	-2	4	15	0
COc1ccc(NC(=O)CN2CCCCC2)c([N+](=O)[O-])c1	0	nt	-11	-1	1	-1	-8	1	7
CC(C)[C@H](NC(=O)NCc1cccs1)C(=O)O	-13	-4	17	-7	1.1	-2	-2	4	-1
COc1ccc(C2C=C(c3ccc(Br)cc3)Nc3nc(NS(C)(=O)=O)nn32)cc1 (stereo not drawn)	-1	nt	-56	-12	1.1	-12	-17	83*[fluorescence artefact?]	18
CCC(=O)NC(C)C(c1cccs1)N1CCN(c2ccccc2)CC1 (stereo not drawn)	1	-10	21	nt	nt	-48	-14	5	43*

Random excerpt: five records from the list, in no set order.
SMILES	EphB4 antag	Candida biofilm	PLK1 PBD inh	CYP2C9 inh	CYP2C9 activ	LYP inh 2	PLK1 kinase inh	Rev-RRE block	PTPN22 act
C/C(N)=C(/C#N)C(=O)CN1CCCCC1	3	5	19	-18	1.2	4	-10	6	-8
CCCOc1ccccc1NC(=O)/C=C/C(N)=O	-8	-1	-8	-14	1.1	12	0	6	-11
CC(C)[C@H](NC(=O)NCc1cccs1)C(=O)O	-13	-4	17	-7	1.1	-2	-2	4	-1
COc1ccc(-c2nc(C#N)c(NC(C)C)o2)cc1	-5	nt	39	-1	1	4	-3	-1	-6
COc1ccc(C2C=C(c3ccc(Br)cc3)Nc3nc(NS(C)(=O)=O)nn32)cc1 (stereo not drawn)	-1	nt	-56	-12	1.1	-12	-17	83*[fluorescence artefact?]	18

More compounds
SMILES	EphB4 antag	Candida biofilm	PLK1 PBD inh	CYP2C9 inh	CYP2C9 activ	LYP inh 2	PLK1 kinase inh	Rev-RRE block	PTPN22 act
COc1cc(NC(=O)c2cccs2)c(OC)cc1NC(=O)CCn1nnc2ccccc21	5	-3	-14	46	0.5	-6	-4	7	4
Cc1nc2ccccn2c1-c1nnco1	-5	8	-25	-17	1.2	-10	9	12	7
Cc1ccc2c(c1)CCCN2C(=O)c1cc2ccccc2oc1=O	2	-3	5	-176	2.8*	14	1	4	-14
Cc1nn(-c2ccccc2)c2c1C(c1ccncc1)C(C#N)=C(N)O2 (stereo not drawn)	-3	nt	5	66*	0.3	5	-17	4	-6
CC(=O)N1CCN(c2ccc(NCc3cccs3)cc2)CC1	-1	5	-7	4	1	10	-8	5	-11
CN(C)c1nc(SCCOC(=O)c2ccccc2)nc(N(C)C)n1	-4	-6	6	62*	0.4	-6	3	9	5
O=C(/C=C/c1ccco1)NC(=S)NNC(=O)c1ccco1	-3	-1	12	nt	nt	-1	-5	2	-2
CCN1C(=O)C2C(C1=O)N1C(c3cccs3)C3C(=O)N(CC)C(=O)C3N1C2c1cccs1 (stereo not drawn)	1	nt	-11	-2	1	-9	-10	2	14
Cn1nnc(C(O)CN2CCOCC2)n1 (stereo not drawn)	-7	9	-1	-13	1.1	-2	-17	4	0
CCCC(c1nnnn1CCOC)N1CCN(C(=O)c2ccco2)CC1 (stereo not drawn)	3	5	-13	44	0.6	1	6	3	-1
OC(CNCc1ccccc1)(c1ccc(F)cc1)c1ccc(F)cc1	4	nt	3	9	0.9	nt	-10	5	nt
Cc1sc2c(c1C)c(=O)nc1scc(CC(=O)O)n12	6	1	-10	-4	1	11	0	3	-13
COc1cc2nc(C3CCC3)n(NC(=O)C3CCC3)c(=O)c2cc1OC	-1	9	-7	-10	1.1	-11	-6	-4	13
Cc1ccc(/C(N)=N/OC(=O)Oc2ccccc2)cc1	-3	-4	-1	-11	1.1	-5	-10	8	8
CC1(C)CC(=NO)CC(C)(C)N1	-4	11	7	34	0.7	0	-7	7	-2
COC(=O)Cn1nc(-c2ccccc2)c2ccccc21	-2	11	36	nt	nt	-3	32	10	0
Cn1c(SCC(=O)N2CCCc3ccccc32)nnc1-c1cccs1	-9	0	-4	7	0.9	3	-4	1	-2
N#CC1=C2N=C(N)c3c(sc4c3CCCCC4)N2C2=C(C(=O)CCC2)C1c1ccccc1 (stereo not drawn)	-3	nt	-27	44	0.6	8	6	31	-4
Cc1cc(C)nc(N2CCC(C(=O)Nc3cccc(C(F)(F)F)c3)CC2)n1	-4	0	13	-34	1.3	1	-12	25	-3
CCCCNC(=O)c1nnn(-c2ccccc2)c1N	1	1	-2	nt	nt	-7	-11	10	5
CC(C)(C)c1cc(C(C)(C)C)cc(S(=O)(=O)CCc2ccccn2)c1	-4	6	-14	22	0.8	-6	-9	3	7
CC(=O)c1sc2nc(-c3cccs3)ccc2c1N	2	5	-36	15	0.8	7	-12	32	-7
COc1ccc(CCNC(=O)C(=O)Nc2nccs2)cc1OC	-6	nt	3	3	1	-13	-11	1	11
O=C(CSc1nccc2ccccc12)N1CCN(c2ccccn2)CC1	4	18	-5	-46	1.5	-4	-5	8	1
CC(C)n1c(C(O)c2ccccc2)nc2ccccc21 (stereo not drawn)	8	7	-3	0	1	-7	-4	9	4
N=c1c2c(-c3ccccc3)c(-c3ccccc3)n(Cc3ccco3)c2ncn1CCO	2	10	20	nt	nt	6	-4	11	-5
Cc1ccc(-c2noc(CN3C(C)CCCC3C)n2)cc1 (stereo not drawn)	-4	3	-15	36	0.6	0	-7	12	-1
COc1ccc(-c2ccc(S(=O)(=O)N3CCOCC3)cc2)cc1	2	4	4	-5	1.1	-5	-11	-1	4
COc1ccc(C(=O)/C=C2\NCC3c4ccccc4CCN3C2=O)cc1 (stereo not drawn)	-3	nt	-5	-20	1.2	12	-20	8	-8
CSc1nc(NCc2ccco2)c2sc3nc(C(C)C)c4c(c3c2n1)CC(C)(C)OC4	4	nt	-3	25	0.7	-13	-52	16	12
COc1cc(C)nc(OCCNS(=O)(=O)c2cc(C)ccc2C)n1	-1	7	-8	-87	1.9	13	-6	9	-10
CC1(C)CC(=O)C(C=NCCC2=CCCCC2)=C(O)C1	-6	7	10	1	1	-2	-2	-2	0
CCCc1cc(N2CCN(c3ccccn3)CC2)n2nc(C)c(-c3ccccc3)c2n1	-8	5	-5	54*	0.5	1	-9	1	-4
COc1ccc(CCNC(=O)C2CCCN2C(=O)Nc2cccc(C(C)=O)c2)cc1OC (stereo not drawn)	7	9	-7	-13	1.1	-9	-14	3	5
Clc1ccc(-c2n[nH]c3c2CCC3)cc1Cl	3	4	2	38	0.6	0	6	14	-2
CCn1nc(NC(=O)c2ccncc2)c2cc3ccc(C)cc3nc21	-5	-1	28	60*	0.4	13	0	1	-13
O=C(Nc1ccc(Oc2ccccc2)cc1)C1CCCO1 (stereo not drawn)	1	11	9	15	0.8	6	2	3	-5
Cc1sc2ncn(CC(=O)NCCN3CCOCC3)c(=O)c2c1S(=O)(=O)N1CCC(C)CC1	6	3	4	-4	1	-1	-4	3	4
CCCCCOc1ccc(Cl)cc1CN1CCOCC1	3	7	-4	54*	0.5	2	-5	7	-2
Cc1[nH]c2ccccc2c1SCC(=O)O	0	6	-10	nt	nt	17	-11	9	-17
CCN=C1SC(C(=O)Nc2cccc(C)c2)CC(=O)N1CC (stereo not drawn)	-5	10	2	-141	2.4*	-1	10	2	-2
COc1ccc(NC(=O)Nc2ccc3c(c2)N(C)C(=O)CS3)cc1Cl	6	nt	-29	-2	1	-2	-9	3	8
COC(=O)c1c(-c2ccc(Br)cc2)noc1N	-6	4	6	50	0.5	-6	77*	-4	6
COc1ccc(S(=O)(=O)n2cnc3cc(C)c(C)cc32)cc1C	1	nt	-2	44	0.6	4	4	9	-7
Cn1c(=O)oc2cc(S(=O)(=O)Nc3ccc4c(c3)OCO4)ccc21	5	-4	-2	53*	0.5	3	2	27	-6
CCCOC(=O)c1ccc(OCC(O)CN2C(=O)NC(C)(C)C2=O)cc1 (stereo not drawn)	5	5	-7	1	1	-7	-2	5	4
CCOC(=O)c1sc2nc(N3CCOCC3)c3c(c2c1N)CCCC3	1	8	13	9	0.9	8	-6	2	-5
CC(C)CC(=O)O/N=C1\C(=O)N(c2ccccc2)c2ccccc21	2	nt	18	17	0.8	8	-9	6	-5
COCCNC(=O)C(c1cccs1)N(Cc1ccccc1)C(=O)Cn1nnc2ccccc21 (stereo not drawn)	8	-1	-17	-18	1.2	0	3	10	-1
CCN(CC)c1ccc(C2C(C(=O)Nc3ccccn3)=C(C)NC3=C2C(=O)CC(C)(C)C3)cc1 (stereo not drawn)	3	8	28	94*	0.1	-3	-18	9	3
CS(=O)(=O)NCc1nnc(SCC(=O)NC2CCCCC2)n1-c1ccc(F)cc1	7	3	-10	-2	1	-4	-5	4	3
CCSc1nnc(NC(=O)CC)s1	2	-8	-17	0	1	2	1	7	-4
CC1(C)C(=O)OC(c2cccs2)C(C)(C)C1=O (stereo not drawn)	3	1	-3	5	1	2	-9	4	0
Cc1nnc(SCC(=O)N2CC(=O)Nc3ccccc32)n1C	2	1	17	1	1	5	-6	8	-6
Nc1nc2c(s1)C(=O)CCC2	-6	8	25	0	1	4	-7	3	-4
O=C(C1CCCCC1)N(Cc1ccccc1)c1ccccn1	0	11	-3	-16	1.2	-6	-12	-1	5
COC(=O)c1[nH]c2cc(OC)ccc2c1NC(=O)c1nonc1C	1	4	18	14	0.9	-5	-10	-2	8
O=C(NCCCN1CCCCCC1)c1ccc(N2CCCC2=O)cc1	0	2	-33	nt	nt	6	-15	3	-2
CC(=O)NC(Cc1c[nH]c2ccccc12)C(=O)Nc1ccc2c(c1)OCO2 (stereo not drawn)	4	8	8	-7	1.1	2	-11	8	-2
Cc1cccc(OCCc2nnc(N)s2)c1C	-7	1	-12	-5	1.1	-4	-11	-4	2

(next part)
SMILES	EphB4 antag	Candida biofilm	PLK1 PBD inh	CYP2C9 inh	CYP2C9 activ	LYP inh 2	PLK1 kinase inh	Rev-RRE block	PTPN22 act
C/C(=N\NS(=O)(=O)c1ccc(Cl)cc1)c1ccc(O)cc1	2	nt	-1	78*	0.2	1	-6	7	3
O=C(CSc1nc2ccccc2o1)Nc1nc2ccc(Br)cc2s1	-1	nt	10	81*	0.2	12	1	10	-10
CCCCCOC(=O)Cc1c(C)nc(-c2ccccc2)[nH]c1=O	8	0	10	10	0.9	-8	-4	9	6
CC1=C(C)[N+](=O)C2(O)CCCCC2(C)N1[O-] (stereo not drawn)	13	-1	-5	-9	1.1	-2	-5	10	-1
COc1ccc(C2Nc3ccccc3C(=O)N2O)cc1OC (stereo not drawn)	-1	5	-3	9	0.9	0	-6	1	-1
Cc1cccc(OCCSc2nc3c([nH]2)c(=N)ncn3Cc2ccccc2)c1	-5	nt	15	nt	nt	nt	-3	6	nt
Cc1cc(C)nc(N(C#N)S(=O)(=O)c2ccccc2Cl)n1	2	-6	6	nt	nt	1	-11	6	0
CCCCNC(=O)CCNS(=O)(=O)c1ccc(Br)cc1	-2	nt	-20	-166	2.7*	-14	-5	2	12

Assay outcomes deposited in PubChem BioAssay by several laboratories.
